Compound activity as filed in PubChem.
GRP78 ERSR act: qHTS for Inducers of the Endoplasmic Reticulum Stress Response (ERSR) in Human Glioma: qHTS | U87-MG GRP78 promoter luciferase reporter, 16 h | Potency, µM, without a hit: top-dose activation, usual class: activators | 0.02% of 420,000 active | AID 602332, 2012; note: potency is the fitted concentration of half-maximal effect; series mostly up to about 76 µM; % of control where 0% means no effect; nearly all actives have a fitted effect of over 35% in size
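Stably transfected U87-MG glioma cells carrying a GRP78-based luciferase sensor; 16 h compound incubation. Luminescence end-point read 10 min after Bright-Glo addition at room temperature.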
Pol eta inh: qHTS for Inhibitors of Polymerase Eta; AID 588591, 2011; DNA polymerase eta (Homo sapiens), Q9Y253; 1.2% of 390,000 active; Potency, µM (titrated, usually from 114 µM), inactives show at the highest dose activity change, negative = inhibition, hits mostly inhibitors; recombinant Pol eta, fluorescent DNA replication assay; note: potency is the fitted concentration of half-maximal effect; % is set by controls: 0 for no effect and ±100 for the full control effect
Target sequence (Q9Y253 whole entry, looked up): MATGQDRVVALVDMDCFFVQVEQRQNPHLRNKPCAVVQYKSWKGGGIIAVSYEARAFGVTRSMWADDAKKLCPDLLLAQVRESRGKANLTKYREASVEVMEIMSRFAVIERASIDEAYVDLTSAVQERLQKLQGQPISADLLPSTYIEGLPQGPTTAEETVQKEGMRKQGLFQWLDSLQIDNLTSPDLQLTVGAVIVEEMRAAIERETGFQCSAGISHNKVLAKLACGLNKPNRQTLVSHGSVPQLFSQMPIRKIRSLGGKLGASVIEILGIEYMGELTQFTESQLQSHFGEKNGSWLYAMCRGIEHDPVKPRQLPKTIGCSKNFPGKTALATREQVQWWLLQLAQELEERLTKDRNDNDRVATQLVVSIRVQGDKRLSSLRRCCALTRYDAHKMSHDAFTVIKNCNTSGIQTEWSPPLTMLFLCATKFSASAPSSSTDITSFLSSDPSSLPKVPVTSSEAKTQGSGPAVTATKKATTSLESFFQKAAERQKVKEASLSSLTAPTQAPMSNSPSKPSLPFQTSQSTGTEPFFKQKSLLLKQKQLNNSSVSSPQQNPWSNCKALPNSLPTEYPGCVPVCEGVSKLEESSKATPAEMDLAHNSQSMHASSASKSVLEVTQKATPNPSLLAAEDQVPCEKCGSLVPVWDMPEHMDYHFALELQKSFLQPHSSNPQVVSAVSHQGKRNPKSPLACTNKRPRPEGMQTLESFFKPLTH
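Pol eta (10 nM) was preincubated with compounds for 15 min at room temperature, after which fluorescent replication substrate (50 nM final) was added to start the reaction. Fluorescence was read kinetically at 0 and 10 min.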
LDHA inh: qHTS assay for inhibitors of human lactate dehydrogenase; AID 1347041, 2019; purified LDHA, NADH/diaphorase-resazurin fluorescence; stronger effect = lower value; activity change, % (values are at about 110 or 230 µM); L-lactate dehydrogenase A chain (Homo sapiens), P00338; 0.15% of 480,000 active; in the data active = activity change below about -30%;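 note: plate controls were DMSO wells for no effect and wells without enzyme for full effect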
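Enzyme activity of human lactate dehydrogenase 5 (2 nM; 0.06 mM NADH, 0.2 mM pyruvate, 5 min, RT) is measured via a resazurin/diaphorase fluorescence readout of residual NADH.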
Numbers without * were called inactive. Unless noted, calls come from the whole dose curve; as a rule, active = well fitted curve in the direction sought with a large enough effect; inconclusive = small, poorly fitted or top-dose-only effect, or another doubt; inactive = no such curve, though single readings can be large; an effect the other way counts as inactive or inconclusive. Only part of the results is shown (hit frequency here may not be typical).

SMILES	GRP78 ERSR act	Pol eta inh	LDHA inh
c1ccc2c(c1)COc1c3cc4c(cc3nn1-2)OCO4	-4.4%	4.3%	-4.9
CC(=O)Nc1cccc(/C(C)=N/NC(=O)c2cccc(S(=O)(=O)N3CCCC3)c2)c1	2.4%	-1.9%	-4.0
Cc1ccc([C@@H]2C[C@H]3[C@@H](CN2S(=O)(=O)c2ccc(C)cc2)C(=O)C[C@@H](c2ccc(Cl)cc2)N3S(=O)(=O)c2ccccc2C)cc1	1.3%	-8.7%	-0.7
CCn1cc(C(=O)N2CCCC(C(=O)c3cccc(C(F)(F)F)c3)C2)cn1 (configuration not stated)	-2.1%	-9.7%	-7.4
COc1cc(C(=O)N2CCOC23CCN(Cc2ccccc2)CC3)cc(OC)c1OC	-4.1%	-19.4%	-3.4
COC(=O)CC1C(=O)NCCN1C(=O)c1oc2c(C)c(C)ccc2c1C (configuration not stated)	-4.2%	-19.5%	-14.8
CCn1c(SCC(=O)Nc2oc(C)c3c(C)n[nH]c(=O)c23)nnc1-c1ccco1	-1.9%	-7.4%	-14.1
O=S(CC(O)(c1ccccc1)c1ccccc1)CC(O)(c1ccccc1)c1ccccc1	-2.1%	-18.8%	-7.8
COC(=O)C[C@H]1C[C@H]2c3cc(NC(=O)Nc4ccc(F)cc4)ccc3O[C@H]2[C@@H](CO)O1	-0.5%	-2.0%	-4.7
COc1ccc(N2CCN(CCCn3ccc(NC(=O)OCc4ccccc4)nc3=O)CC2)cc1	-0.5%	-24.8%	-1.1
CC(C)N(Cc1ccccc1)S(=O)(=O)c1ccc(-n2cccn2)cc1	-3.7%	-14.4%	-13.0
COc1ccc(-c2ccc(CN3C(C(C)C)C(=O)N(Cc4cn(CC5CCCCC5)nn4)CCS3(=O)=O)cc2)cc1 (configuration not stated)	-1.2%	-19.3%	-14.3
COc1cc(/C=C2\C(=O)N(c3cccc(C(=O)O)c3)N=C2C)ccc1OCc1ccccc1	0.9%	31.6µM*	8.0
CCOC(=O)C1CCN(C(=O)c2ccccc2)c2scc(-c3ccccc3)c2C1=O (configuration not stated)	-4.9%	-8.0%	-4.7
CC(C)NC(=O)N(C)C[C@H]1Oc2ncc(Br)cc2C(=O)N([C@H](C)CO)C[C@@H]1C	0.2%	-12.6%	-2.4
COc1ccc(Cc2nc3ccc(C(=O)N(C)Cc4nccn4C)cc3o2)cc1	-3.8%	-10.0%	-2.4
Cn1cnc([N+](=O)[O-])c1Sc1ccncn1	-0.7%	-1.0%	-9.3
COc1ccc(C(=O)N/C(=C\c2ccc(-c3cccc([N+](=O)[O-])c3)o2)C(=O)NCCCN2CCOCC2)cc1	-6.4%	-12.3%	-1.6
CC1CC(C)(C)CC2(C1)NC(=O)N(CC(=O)Nc1ccc3c(c1)OCO3)C2=O (configuration not stated)	0.2%	-20.5%	-0.8
CSC[C@H]1CN(c2ccccc2)C(=O)[C@@H]1CC(=O)Nc1ccc(Br)cc1	-2.3%	-24.1%	-0.4
CN(C(=O)C(C)(C)C)[C@H]1C[C@H]2c3[nH]c4ccccc4c3CCN2C(=O)[C@H]1CO	-2.5%	-8.4%	2.7
Cc1cc(C)c2cc(C#N)c(NCCCNC(=O)c3ccncc3)nc2c1	0.3%	-16.1%	-2.2
CCCCCCN1C[C@@H](n2cc(-c3ccc(F)cc3)nn2)[C@H](O)C[C@@H]1c1ccc(OC)cc1	-2.1%	-18.4%	2.7
CC(Cc1ccccc1)NC(=O)CCNNC(=O)c1ccncc1 (configuration not stated)	-2.5%	-0.1%	-0.6
CCn1ncc(CN2CCC(n3nccc3NC(=O)c3ccccc3Cl)CC2)c1C	-4.4%	-1.6%	-1.5
CC1CN(C(=O)COC(=O)c2ccc3ccccc3c2)CC(C)O1 (configuration not stated)	-1.3%	-12.2%	-5.3
O=C(Nc1cnns1)Oc1ccccc1	-1.7%	-9.7%	-1.0
COc1ccccc1C(=O)NNC(=O)c1ccc2ccccc2c1O	-0.2%	-5.4%	6.3
CC(=NCc1ccccc1)c1ccccc1O	-6.3%	0.7%	1.0
O=C(NCc1ccccc1F)c1ccc(S(=O)(=O)N2CCCC2)cc1	-6.3%	-12.0%	-1.2
Cc1ccc([C@H]2C[C@@H](O)[C@H](n3cc(C4CC4)nn3)CN2C(=O)C2CCCCC2)cc1	-2.8%	-10.3%	-18.0
Cc1ccc(S(=O)(=O)N(C)C[C@H]2OCc3cnnn3CCCC(=O)N([C@H](C)CO)C[C@H]2C)cc1	-5.1%	-0.7%	-10.1
N#CCSc1ccccc1NC(=O)CN1C(=O)NC(CCc2ccccc2)C1=O (configuration not stated)	-3.7%	-0.9%	0.4
C[C@H](CO)N1C[C@H](C)[C@@H](CN(C)C(=O)CCC(F)(F)F)OCc2cnnn2CCCC1=O	-2.5%	-16.3%	-4.6
O=C(COC(=O)c1cccc(S(=O)(=O)N2CCCC2)c1)c1ccc(F)cc1	-2.4%	-21.3%	-0.2
COc1ccc(C(=O)Nc2ccccc2C(=O)NC2CC2)c(OC)c1OC	-0.4%	-16.9%	-5.2
C/C=C/c1cnc2c(c1)C(=O)N([C@H](C)CO)C[C@H](C)[C@@H](CN(C)C(=O)CN1CCOCC1)O2	-6.0%	-9.2%	-0.5
CCCNC(=O)c1cc(S(=O)(=O)N2CCC3(CC2)OCCO3)ccc1F	-5.7%	-4.7%	-1.4
O=C(NC(=S)Nc1c(Cl)cc(Cl)cc1Cl)c1ccccc1	2.0%	-12.7%	-8.6
CSC[C@H]1CN(Cc2ccccc2)C(=O)[C@@H]1CC(=O)Nc1ccc(Br)cc1	-3.9%	-17.2%	-2.1
Cc1nc2c(=O)[nH]n(C)c2nc1C	4.4%	-7.2%	-0.2
O=[N+]([O-])c1ccc(NN=C(Oc2ccccc2)c2ccc([N+](=O)[O-])cc2)cc1	-0.6%	-4.4%	0.4
N#CCCSC(=S)C1CCCC1=N (configuration not stated)	-1.0%	-16.1%	-2.1
O=C(CN1C(=O)NC2(CCc3ccccc32)C1=O)Nc1ccc(Cl)cc1F (configuration not stated)	-6.7%	-18.3%	-2.0
CN(Cc1cnn(-c2ccccc2)c1)C(=O)c1cccc(S(=O)(=O)Nc2ccccc2F)c1	-3.2%	-8.5%	-8.5
COc1cccc(NC(=O)CN(C)C(=O)c2cc(Cl)nc3ccccc23)c1	-2.9%	-1.6%	-3.7
O=C(NNC(=O)c1cccc(S(=O)(=O)Nc2ccccc2F)c1)c1ccncc1	-4.3%	-3.6%	-1.1
C[C@H](CO)N1C[C@H](C)[C@@H](CN(C)C(=O)Oc2ccccc2)OCc2cn(nn2)CCCC1=O	-6.3%	-5.1%	-2.2
C[C@H]1CN([C@@H](C)CO)C(=O)CCCn2nncc2CO[C@H]1CN(C)S(=O)(=O)c1cccc(C#N)c1	-4.6%	-2.0%	-1.1
Nc1cc(=O)[nH]c(SCc2ccccc2)n1	-0.1%	4.9%	-8.5
C[C@@H]1CN([C@H](C)CO)C(=O)CCCn2nncc2CO[C@@H]1CN(C)C(=O)Nc1ccc2c(c1)OCO2	-5.3%	-7.4%	12.5
CC(=O)Cn1cnc2c(cnn2-c2ccc(F)cc2)c1=O	2.8%	1.2%	-9.8
CCOC(=O)C1(C)C(=O)CC2c3nc4ccccc4cc3CN2C1=O (configuration not stated)	-8.1%	8.9%	11.2
CC1(C)CN(CCc2ccccc2)C(=O)[C@H]1CC(=O)Nc1ccccc1	-0.8%	-8.7%	-13.6
C#CCN(C[C@@H]1[C@@H](OC(=O)NCC2CCCCC2)[C@@H](OC(=O)NCC2CCCCC2)Cn2c(=O)n(CCCCCC)c(=O)n21)S(=O)(=O)c1ccc(C)cc1	-1.6%	-13.3%	-3.5
CC(C)(C)c1ccc(-n2ncc3c2CCCC3NC(=O)c2ccco2)cc1 (configuration not stated)	-6.4%	-9.2%	0.3
O=C(O)Cc1ccc(NC(=O)c2ccc3c(c2)C(=O)N(Cc2ccccc2)C3=O)cc1	-2.7%	-12.2%	-8.6
N=c1c2ccccc2nc2n1CCCCCCC2	-2.1%	-18.0%	-3.6
CCOc1ccc(-n2c(=S)sc3c(=O)[nH]c(SCC(=O)NC4CCCCC4)nc32)cc1	-1.7%	-15.1%	0.8
CCS(=O)(=O)N1CCC2(CC1)OCCN2S(=O)(=O)c1ccccc1	-2.9%	-9.5%	-3.7
More compounds
SMILES	GRP78 ERSR act	Pol eta inh	LDHA inh
CCN(CC)CCCn1c2c(c(SCC(=O)Nc3cc(C)cc(C)c3)nc1=O)CCC2	-3.6%	-8.7%	0.5
CCC[C@H]1CN(c2ccccc2)C(=O)[C@@H]1CC(=O)Nc1ccc(Br)cc1	-0.4%	-15.5%	0.1
CCC(CC)CC1CN2CCc3cc(OC)c(OC)cc3C2CC1(O)CC (configuration not stated)	-4.7%	-12.9%	1.0
COc1cccc(/C=C2\SC(=S)N(CCCC(=O)Nc3cccc(C(=O)O)c3)C2=O)c1	0.1%	-4.7%	-0.7
CC1(C)COC(Cc2ccccc2)=N1	-0.6%	-10.2%	-3.6
Cc1noc(C)c1C(=O)OC(C)C(=O)c1ccc(C(C)(C)C)cc1 (configuration not stated)	-3.3%	-3.4%	5.4
CC1=C(C(=O)N(C)C)CC(CC(=O)NCc2cccc3ccccc23)C(=O)N1CCC1=CCCCC1 (configuration not stated)	0.7%	-15.5%	0.2
CCn1c(C)nnc1SCC(=O)Nc1ccc(OC)cc1	-1.3%	-12.5%	-0.7
CCOc1ccc(N=Cc2ccc([N+](=O)[O-])cc2)c(O)c1	-2.4%	-3.8%	43.6
Cc1cccc(C)c1OCCOC(=O)c1ccc(S(=O)(=O)N2CCCC2)cc1	-5.9%	-20.3%	-2.6
CCN1C(=O)[C@H]2[C@@H](c3ccc(OC)cc3)N[C@]3(CCCN(Cc4ccco4)C3=O)[C@H]2C1=O	-1.4%	-4.1%	2.3
CCc1cccc(NC(=O)COC(=O)c2c(C)nn(-c3ccccc3)c2C)c1	1.3%	-25.6%	2.0
Cc1cc(N2CCOCC2)nc(N2CCOCC2)c1C#N	1.3%	-16.4%	-4.2
COc1ccc(S(=O)(=O)N2CCN(CC(=O)c3c(N)n(C)c(=O)n(C)c3=O)CC2)cc1OC	-3.2%	0.0%	-1.7
CCN(CC)C(=O)c1[nH]cnc1C(=O)Nc1ccccc1F	-3.6%	-14.9%	-2.0
Cc1cc(C)c(NC(=O)CN(C)C(=O)CCN2C(=O)C3CCCCC3C2=O)c(C)c1 (configuration not stated)	-0.7%	2.6%	-4.1
COc1ccccc1NC(=O)N(C)C[C@@H]1OCc2cn(nn2)CCCC(=O)N([C@H](C)CO)C[C@H]1C	2.1%	-12.5%	-1.8
COc1cc2ccc(C(C)=NNC(N)=S)cc2cc1OC	2.0%	-3.3%	-15.0
COc1cc(NC(=O)COc2ccc([N+](=O)[O-])cc2)ccc1NC(=O)c1ccco1	-5.6%	-14.0%	0.0
COc1ccc(N/C(N)=N/c2nc(C)cc(C)n2)cc1	-3.4%	-16.7%	0.9
CCCn1c(=S)[nH]c2cc(C(=O)N3CCN(C)CC3)ccc2c1=O	-2.5%	-2.8%	-4.7
Cc1cc(OCC(=O)Nc2nccs2)c2c(C)c(C)c(=O)oc2c1	-3.4%	-1.1%	-6.9

By substructure, the compounds so far with fluorine (twelve)
SMILES	GRP78 ERSR act	Pol eta inh	LDHA inh
CCn1cc(C(=O)N2CCCC(C(=O)c3cccc(C(F)(F)F)c3)C2)cn1 (configuration not stated)	-2.1%	-9.7%	-7.4
COC(=O)C[C@H]1C[C@H]2c3cc(NC(=O)Nc4ccc(F)cc4)ccc3O[C@H]2[C@@H](CO)O1	-0.5%	-2.0%	-4.7
CCCCCCN1C[C@@H](n2cc(-c3ccc(F)cc3)nn2)[C@H](O)C[C@@H]1c1ccc(OC)cc1	-2.1%	-18.4%	2.7
O=C(NCc1ccccc1F)c1ccc(S(=O)(=O)N2CCCC2)cc1	-6.3%	-12.0%	-1.2
C[C@H](CO)N1C[C@H](C)[C@@H](CN(C)C(=O)CCC(F)(F)F)OCc2cnnn2CCCC1=O	-2.5%	-16.3%	-4.6
O=C(COC(=O)c1cccc(S(=O)(=O)N2CCCC2)c1)c1ccc(F)cc1	-2.4%	-21.3%	-0.2
CCCNC(=O)c1cc(S(=O)(=O)N2CCC3(CC2)OCCO3)ccc1F	-5.7%	-4.7%	-1.4
O=C(CN1C(=O)NC2(CCc3ccccc32)C1=O)Nc1ccc(Cl)cc1F (configuration not stated)	-6.7%	-18.3%	-2.0
CN(Cc1cnn(-c2ccccc2)c1)C(=O)c1cccc(S(=O)(=O)Nc2ccccc2F)c1	-3.2%	-8.5%	-8.5
O=C(NNC(=O)c1cccc(S(=O)(=O)Nc2ccccc2F)c1)c1ccncc1	-4.3%	-3.6%	-1.1
CC(=O)Cn1cnc2c(cnn2-c2ccc(F)cc2)c1=O	2.8%	1.2%	-9.8
CCN(CC)C(=O)c1[nH]cnc1C(=O)Nc1ccccc1F	-3.6%	-14.9%	-2.0
